TRHR agonist: qHTS for Small Molecule Agonists and Allosteric Enhancers of Human TRH Receptor: Primary Screen for Agonists; 0.18% of 360,000 active; TRHR cells, calcium flux fluo-8, FDSS agonist mode; AID 493084, 2011; Thyrotropin-releasing hormone receptor (Homo sapiens), P34981; activation, % at 2 µM; in the data active = activation above about 30%; also: 0% is about no effect
Target sequence (P34981 whole entry, looked up): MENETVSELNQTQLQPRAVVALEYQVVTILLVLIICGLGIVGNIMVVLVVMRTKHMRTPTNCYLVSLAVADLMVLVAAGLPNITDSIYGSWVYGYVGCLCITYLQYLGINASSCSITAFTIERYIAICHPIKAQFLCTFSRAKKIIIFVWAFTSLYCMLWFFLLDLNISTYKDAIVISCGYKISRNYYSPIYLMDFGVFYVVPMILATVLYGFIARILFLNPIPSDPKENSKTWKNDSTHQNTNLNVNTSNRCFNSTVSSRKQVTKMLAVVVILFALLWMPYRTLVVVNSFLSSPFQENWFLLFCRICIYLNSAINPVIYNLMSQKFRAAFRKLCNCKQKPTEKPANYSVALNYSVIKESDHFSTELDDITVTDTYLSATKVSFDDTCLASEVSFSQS
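Agonist-mode FDSS calcium read (Ex 480/Em 530, 1 s cycles) in 1536-well TRHR cells with fluo-8 dye, after 10-cycle baseline and 23 nL compound addition; TRH at EC20 (10 nM final) added afterwards for the enhancer phase.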
Pin1 inhibitor: qHTS Assay to Find Inhibitors of Pin1 | Peptidyl-prolyl cis-trans isomerase NIMA-interacting 1 (Homo sapiens), Q13526 | Pin1 FP peptide displacement, HiFluor488, 10 min | Potency, µM (top dose mostly 115 µM), for the others: top-dose activity, negative = inhibition, usual class: inhibitors | 0.009% of 390,000 active | AID 504891, 2011; active = well fitted inhibition curve with a large enough effect in the polarisation, with a control signal flat, not every such curve was filed as active; inconclusive = small, poorly fitted or top-dose-only effect, or effect the other way, or a change in a side signal; inactive = no such curve, though single readings can be large or run the other way; the % refers to the polarisation; also: potency is read from the fitted curve at half-maximal effect; % is scaled to controls: 0 for no effect and ±100 for the full control effect
Target sequence (Q13526 whole entry, looked up): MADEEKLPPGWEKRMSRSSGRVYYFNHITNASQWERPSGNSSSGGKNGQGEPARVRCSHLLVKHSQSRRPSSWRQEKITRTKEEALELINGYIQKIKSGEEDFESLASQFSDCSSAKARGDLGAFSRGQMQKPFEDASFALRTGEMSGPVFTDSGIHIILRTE
USP1-UAF1 inh: Inhibitors of USP1/UAF1: Primary Screen; Ubiquitin carboxyl-terminal hydrolase 1 (Homo sapiens), O94782; recombinant USP1/UAF1, Ub-Rhodamine cleavage fluorescence; Potency, µM (titrated, usually from 57.1 µM), for inactives: at the top dose activity change, negative = inhibition, usual class: inhibitors; 0.23% of 390,000 active; also: potency is read from the fitted curve at half-maximal effect; % is scaled to controls: 0 for no effect and ±100 for the full control effect; nearly all actives have a fitted effect of over 60% in size; inactives centre near -12
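1 nM enzyme complex + cpd, 15 min RT; start with Ub-Rho 150nM final; kinetic fluorescence ex 480/em 540, 6 reads q60 s. Buffer 50mM HEPES pH 7.8, 0.5mM EDTA, 0.1 mg/ml BSA, 1mM TCEP, 0.01% Tween-20.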
D2 ag: HTS Assay for Allosteric Agonists of the Human D2 Dopamine Receptor: Primary Screen for Agonists; AID 485358, 2010; activation, % at 2 µM; HEK293 T-REx D2 cells, calcium flux agonist mode; 0.53% of 340,000 active;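 active = activation over 3 SD above normal in the single-dose calcium agonist read, cut at about 30% in these data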; also: 0% is about no effect
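Tetracycline-induced HEK293 T-REx cells with force-coupled D2 receptor, plated overnight at 30 C, loaded with no-wash calcium dye. After a 10 s baseline, compound was pin-added and calcium flux read kinetically for 180 s; calcium rises flagged agonists.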
TRHR PAM: qHTS for Small Molecule Agonists and Allosteric Enhancers of Human TRH Receptor: Primary Screen for Enhancers; enhancement, % at 2 µM; TRHR cells, fluo-8 calcium fluorescence, EC20 TRH enhancement; Thyrotropin-releasing hormone receptor (Homo sapiens), P34981; 0.66% of 360,000 active; in the data active = enhancement above about 30%; also: 0% is about no effect
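TRHR-expressing cells loaded with fluo-8 calcium dye were read kinetically (ex 480/em 530) during compound addition, then stimulated with an EC20 of TRH (10 nM final). Enhancement of the Gq-mediated intracellular calcium response was scored.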
TrxR1 inh: qHTS Assay for Inhibitors of Mammalian Selenoprotein Thioredoxin Reductase 1 (TrxR1): qHTS; Thioredoxin reductase 1, cytoplasmic (Rattus norvegicus), O89049; AID 588453, 2011; Potency, µM (highest dose often 114 µM), for the others: top-dose activity change, negative = inhibition, most hits filed as inhibitors; 1% of 390,000 active; recombinant rTrxR1, NADPH fluorescence consumption, selenite substrate; also: potency is read from the fitted curve at half-maximal effect; % is scaled to controls: 0 for no effect and ±100 for the full control effect; nearly all actives have a fitted effect of over 65% in size
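Rat TrxR1 (90 nM in the dispensed reagent) was pre-reduced with 400 uM NADPH for 5 min at room temperature, then incubated with compound for 15 min. After 400 uM selenite was added, NADPH fluorescence (Ex 340/Em 450 nm) was followed for 8 min.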
TrxR1 substrate: qHTS Assay for Substrates of Mammalian Selenoprotein Thioredoxin Reductase 1 (TrxR1): qHTS | Potency, µM (series often up to 114 µM), inactives show at the top dose activity change, negative = substrate turnover | 0.01% of 390,000 active | purified TrxR1 substrate turnover, NADPH consumption readout | Thioredoxin reductase 1, cytoplasmic (Rattus norvegicus), O89049; also: potency is read from the fitted curve at half-maximal effect; % is scaled to controls: 0 for no effect and ±100 for the full control effect; nearly all actives have a fitted effect of over 50% in size
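Rat TrxR1, dispensed at 90 nM, was prereduced with 400 uM NADPH (final) for 5 min at ~22 deg C, then incubated with compound 15 min before 400 uM selenite. A first-read NADPH fluorescence drop versus no-compound background flagged substrates.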
D2 antag: HTS Assay for Allosteric Antagonists of the Human D2 Dopamine Receptor: Primary Screen for Antagonists; D(2) dopamine receptor (Homo sapiens), P14416; HEK293 TREx D2 cells, calcium flux, dopamine EC80; inhibition, % at 10 µM; 2% of 340,000 active; in the data active = inhibition above about 30%; also: 0% is about no effect
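In this primary screen, negative modulation is detected by tracking calcium flux after an EC80 dopamine challenge in inducible HEK293 T-REx D2 cells preexposed to test compound for 180 s.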
IDH1 R132H inh: qHTS for Inhibitors of mutant isocitrate dehydrogenase 1 (IDH1): qHTS; Potency, µM (top dose mostly 76.6 µM), inactives show at the top dose activity change, negative = inhibition, most hits filed as inhibitors; 0.093% of 390,000 active; IDH1-R132H enzyme, NADPH consumption, diaphorase/resazurin fluorescence; Isocitrate dehydrogenase [NADP] cytoplasmic (Homo sapiens), O75874; also: potency is read from the fitted curve at half-maximal effect; % is scaled to controls: 0 for no effect and ±100 for the full control effect; nearly all actives have a fitted effect of over 65% in size
Target sequence (O75874 whole entry R132H, stated change not applied): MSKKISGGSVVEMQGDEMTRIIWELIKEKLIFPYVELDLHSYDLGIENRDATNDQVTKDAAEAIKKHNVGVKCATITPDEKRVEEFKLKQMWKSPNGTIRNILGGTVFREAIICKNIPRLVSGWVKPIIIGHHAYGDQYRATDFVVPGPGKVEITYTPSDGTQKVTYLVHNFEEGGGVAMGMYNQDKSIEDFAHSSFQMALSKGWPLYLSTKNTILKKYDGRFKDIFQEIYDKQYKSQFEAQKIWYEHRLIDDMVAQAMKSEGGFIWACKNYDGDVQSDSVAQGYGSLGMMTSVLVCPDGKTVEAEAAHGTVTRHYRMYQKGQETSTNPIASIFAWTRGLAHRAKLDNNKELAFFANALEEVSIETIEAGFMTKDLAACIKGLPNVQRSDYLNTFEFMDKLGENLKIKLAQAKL
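IDH1-R132H (0.5 ug/mL dispensed) in pH 7.5 Tris buffer was preincubated 30 min with compound, then given a substrate mix of 0.016 mM NADPH and 2 mM alpha-KG for 80 min at room temperature; remaining NADPH was read by diaphorase/resazurin fluorescence.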
An asterisk follows results filed as active; u = inconclusive; x = not tested or not shown; [ ] = remark or other dose. Unless noted, calls follow the shape of the dose curve; as a rule, active = well fitted inhibition curve with a large enough effect; inconclusive = small, poorly fitted or top-dose-only effect; inactive = no such curve, though single readings can be large or run the other way. An excerpt, so the mix of outcomes need not match the whole.

cpd	SMILES	TRHR agonist	Pin1 inhibitor	USP1-UAF1 inh	D2 ag	TRHR PAM	TrxR1 inh	TrxR1 substrate	D2 antag	IDH1 R132H inh
1	CCOC(=O)c1ncccc1NC(=O)CC(=O)Nc1cccnc1C(=O)OCC	x	1%	1%	x	x	5%	7%	x	1%
2	CCCCC(CC)C(=O)Nc1ccc(C#N)cc1 (centres undefined)	0.7	1%	2%	0.4	-2	5%	2%	20	3%
3	COCc1nnc(NC(=O)CCc2ccc(OC)cc2)s1	0.0	-9%	-13%	x	1	19%[57.1 µM]	2%[57.1 µM]	x	1%
4	O=C(Nc1ccnn1C1CCN(C2CCCC2)CC1)c1ccccc1	0.5	6%	-17%	-0.2	3	-13%	-3%	3	4%
5	CCNc1nc(NC(C)C)nc(OCCNS(=O)(=O)c2cc(C)ccc2C)n1	-1.2	3%	-23%	-1.5	-9	u	-7%	4	2%
6	Cc1nc(C)n(CCNC(=O)c2ccco2)n1	0.1	0%	3%	-1.2	2	38%[2.29 µM]	7%	-4	14%
7	COc1ccc(N(CC(=O)N2CCN(c3ccccc3)CC2)S(=O)(=O)c2c(C)noc2C)cc1	0.1	-6%	-10%	0.5	-5	38%	5%[57.1 µM]	1	-5%
8	COc1cnc(N(C)C)nc1Sc1ccc(Cl)cc1	-0.2	-11%	-10%	0.4	0	-8%	1%	-1	4%
9	COc1cccc(OCC(=O)NC2CCCCC2)c1	-1.4	-1%	-11%	-0.1	0	8%	8%	25	0%
10	CC(OC(=O)c1ccccn1)C(=O)Nc1ccc2c(c1)OCCO2 (centres undefined)	0.2	-1%	-9%	-0.2	10	14%	3%	1	9%
11	Cc1ccc(/C=C/c2onc(C)c2S(=O)(=O)N2CCC(C(=O)N3CCOc4ccc(C)cc43)CC2)cc1	0.7	0%	-19%	1.9	2	24%[57.1 µM]	3%[57.1 µM]	x	-9%
12	C=CCOc1ccccc1CN1CCC(Oc2ccc(C(=O)N3CCCCC3)cc2)CC1	0.6	0%	-15%	-0.1	2	-6%	-1%	47*	6%

Next records:
cpd	SMILES	TRHR agonist	Pin1 inhibitor	USP1-UAF1 inh	D2 ag	TRHR PAM	TrxR1 inh	TrxR1 substrate	D2 antag	IDH1 R132H inh
13	O=C(c1cccs1)N1CC=C(c2ccccc2)CC1	0.3	0%	-21%	0.5	4	11%	3%	-1	6%
14	CCc1ccc2oc(C(=O)Nc3nc(-c4ccc(F)cc4)ns3)c(C)c2c1	1.9	-2%	3%	0.6	7	16%	6%	x	-15%
15	O=C(Nc1cnc2ccccn2c1=O)c1ccc(Cl)cc1Cl	1.2	16%	-17%	1.9	-6	14%	6%	-1	3%
16	NNC(=O)COc1cccc(C(F)(F)F)c1	-0.7	-1%	-23%	2.6	3	11%[57.1 µM]	4%[57.1 µM]	2	8%
17	CCC(C)C(NC(=O)OCc1ccccc1)C(=O)NC(Cc1ccc(O)cc1)C(=O)OC (centres undefined)	6.2	0%	-15%	3.6	3	13%[57.1 µM]	-2%	-16	6%
18	O=C(CCC1N=C2c3ccccc3N=C(SCC(=O)Nc3cccc(Cl)c3)N2C1=O)NCc1ccco1 (centres undefined)	0.0	18%	-12%	x	-4	-19%	-5%	x	20%
19	C#CCN1C(=O)S/C(=C\c2ccc(-c3ccc(C(=O)O)cc3C)o2)C1=O	0.7	-3%	-24%	-0.8	7	u	-3%	3	1%
20	COc1ccccc1NS(=O)(=O)c1cc(NC(=O)C2CCCC2)ccc1N1CCOCC1	0.0	3%	-14%	2.9	-7	3%[57.1 µM]	-1%[57.1 µM]	4	-1%
21	O=C(NCn1ccc(=O)[nH]c1=S)c1ccccc1	-0.2	21%	-1%	-0.9	4	-6%[57.1 µM]	5%[57.1 µM]	-5	-1%
22	O=C(NNC(=O)c1ccc2nc[nH]c2c1)c1ccccc1	1.2	9%	-22%	0.3	0	21%	4%	-13	-9%
23	Cc1cc2c(cc(C(=O)OC(C(=O)NC3CCCCC3)C(C)C)n2C)o1 (centres undefined)	-0.3	3%	-20%	0.0	4	13%	-1%	-39	2%
24	CCOc1ccc(/C=C/c2nc(C#N)c(NCc3ccccc3)o2)cc1	0.4	-1%	-21%	2.5	-8	9%	5%	x	x

(more compounds)
cpd	SMILES	TRHR agonist	Pin1 inhibitor	USP1-UAF1 inh	D2 ag	TRHR PAM	TrxR1 inh	TrxR1 substrate	D2 antag	IDH1 R132H inh
25	Cn1c(=O)c2c(nc(CN3CCN(c4ccccc4)CC3)n2Cc2ccccc2F)n(C)c1=O	-0.4	x	x	-0.1	-6	x	x	6	x
26	O=C(CSc1nnc(-c2cccs2)n1CC1CCCO1)c1cc2ccccc2o1 (centres undefined)	0.5	u	-23%	3.9	0	u	-5%	1	5%
27	CCOC(=O)c1nc(C)n(-c2cc(OC)c(Cl)cc2Cl)n1	0.1	-1%	-7%	-2.1	-2	20%[57.1 µM]	-4%[57.1 µM]	16	3%
28	O=C(c1ccc(-n2cnnn2)cc1)N1CCOCC1	3.2	1%	-1%	1.6	3	-7%	2%	-4	1%
29	CCCCn1c(=O)[nH]c(=O)c2c1nc(-c1ccc(-c3ccccc3Br)o1)n2CCOC	0.1	30%[activator]	-12%	-1.1	5	u	15%	3	-3%
30	CCc1cccc(NC(=O)CN2C(=O)CCc3cc(S(=O)(=O)N4CCOCC4)ccc32)c1	-0.3	0%	u	1.6	-5	20%[57.1 µM]	11%[57.1 µM]	x	13%
31	Cc1ccc2c(c1)C1CN(C)CCC1N2C(=O)COc1ccc(N(C)C(=O)c2ccccc2)cc1 (centres undefined)	0.1	1%	-2%	0.2	-2	12%[57.1 µM]	3%[57.1 µM]	9	-1%
32	COc1ccccc1C(=O)NCCSCc1ccccc1Cl	-1.6	-7%	-24%	0.5	-6	3%[57.1 µM]	-8%	-7	0%
33	Cc1cccc(N2CCN(C(=O)C3CCCN(S(=O)(=O)c4ccc5c(c4)oc(=O)n5C)C3)CC2)c1C (centres undefined)	-1.0	-5%	u	0.1	-6	25%	-2%	x	-2%
34	CCN(CC)S(=O)(=O)c1ccc(N2CCOCC2)c(NC(=O)c2cc(=O)[nH]c3ccccc23)c1	0.1	-2%	u	2.4	5	18%[57.1 µM]	2%[57.1 µM]	0	-1%
35	O=C(CCC(=O)n1ncc2ccccc21)NCc1ccc(F)cc1	0.4	2%	-17%	0.3	2	12%[57.1 µM]	8%[57.1 µM]	-24	-1%
36	Brc1ccccc1OCCCCCN1CCCC1	-1.0	x	x	-1.2	2	x	x	-24	x

Further structures:
cpd	SMILES	TRHR agonist	Pin1 inhibitor	USP1-UAF1 inh	D2 ag	TRHR PAM	TrxR1 inh	TrxR1 substrate	D2 antag	IDH1 R132H inh
37	Cc1cc(=O)oc2cc(OCc3ccc(S(=O)(=O)N4CCOCC4)cc3)ccc12	0.1	20%	-6%	0.9	0	11%[57.1 µM]	25%[57.1 µM]	15	7%
38	O=C1C2C3C=CC(C3)C2C(=O)N1CN(Cc1ccccc1)CN1C(=O)C2C3C=CC(C3)C2C1=O (centres undefined)	0.3	6%	-4%	1.1	3	6%	-8%	4	5%
39	CCOC(=O)N1CCN(C(=O)CSc2nnc(CNC(=O)c3c(F)cccc3Cl)o2)CC1	0.1	2%	-2%	x	-4	-2%	-3%	x	-8%
40	CCN1CCN(c2cc(-c3ccccc3)nc3cc(-c4cccc(F)c4)nn23)CC1	0.8	8%	u	-0.3	6	17%[57.1 µM]	23%[57.1 µM]	-2	3%
41	CN(CCc1ccccc1)C(=O)c1ccc(NC(=O)Cc2ccc(NC(=O)C3CCN(C(=O)C4CCCCC4)CC3)cc2)cc1	x	20%	-30%	x	x	8%	0%	x	-6%[38.3 µM]
42	COc1cccc(CN2CCC(C(=O)N3CCN(c4ccccc4F)CC3)CC2)c1	0.5	-14%	-17%	26	-8	u	-4%	1	2%
43	COc1cccc(CNC(=O)Cn2ncc3c4ccccc4n(C)c3c2=O)c1	0.4	12%	-5%	-0.3	-1	20%	15%	x	-1%
44	CCN(CC)CCNC(=O)C1CCC(=O)N1CCc1ccccc1 (centres undefined)	0.1	-3%	-26%	-0.5	0	7%[57.1 µM]	14%[57.1 µM]	-5	9%
45	Cc1nc2ccccc2n1CC(=O)N/N=C\C=C\c1ccccc1	0.2	4%	-16%	0.7	-3	-20%	-13%	14	7%
46	Cc1cccc(-n2c(CNC(=O)c3ccccc3)nnc2SCC(=O)Nc2nccs2)c1	-0.2	-2%	-1%	0.0	-6	2%[57.1 µM]	1%[57.1 µM]	-3	3%

Bioassay records (PubChem BioAssay)
